Screens as filed in PubChem.
bovine MsrA act – bovine MsrA enzyme activators, primary screen, biochemical, absorbance, HTS; 360,000 tested, 0.3% active; purified bovine MsrA, absorbance read-out; Methionine sulfoxide reductase A (Bos taurus); activation, % at 10.6 µM; in the data active = activation above about 7.5%;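 also: 0% = vehicle and 100% = reference activator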
Tb MetRS inh – T. brucei MetRS inhibitors, primary screen, biochemical, luminescence | methionyl-tRNA synthetase (Trypanosoma brucei brucei) | purified T. brucei MetRS, ATP depletion, Kinase-Glo luminescence | inhibition, % at 11.9 µM | 360,000 tested, 0.4% active | AID 624268, 2012;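 active = inhibition above a per-plate cutoff of the control wells' mean inhibition plus 3 SD, cut at about 5.5% in these data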;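 also: 0% = DMSO wells median and 100% = median of wells with control inhibitor compound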
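Material: T. brucei methionyl-tRNA synthetase, purified; reagent: substrates ATP, L-methionine and bulk Escherichia coli tRNA; dosing: 11.9 µM single point; timing: 15 min plus 2 h at 25 °C; detection: luminescence of leftover ATP; evaluation: % inhibition; control set: DMSO-only wells as low control; replicates: singlicate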
Scp1 inh – Scp-1 phosphatase inhibitors, primary screen, biochemical, colorimetric, uHTS. Carboxy-terminal domain RNA polymerase II polypeptide A small phosphatase 1 (Homo …. Recombinant Scp1, phosphopeptide, malachite green phosphate absorbance. inhibition, % at 20 µM. 340,000 tested, 0.88% active;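 active = inhibition above about 50% at 20 µM, limit read from the data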;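 also: plate controls were DMSO wells with enzyme for no effect and wells lacking enzyme for full effect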
Target sequence (Q9GZU7 76-261 limits assumed): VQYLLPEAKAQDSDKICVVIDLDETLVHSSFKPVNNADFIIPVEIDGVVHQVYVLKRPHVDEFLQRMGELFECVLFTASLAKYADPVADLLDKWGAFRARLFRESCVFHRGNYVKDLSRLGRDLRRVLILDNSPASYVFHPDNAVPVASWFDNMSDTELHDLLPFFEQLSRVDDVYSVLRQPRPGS
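Assay system: SCP-1 catalytic fragment, aa 76-261 | Buffer or medium: Tris acetate buffer pH 5.5 with MgCl2 and Tween-20 | Compound: One concentration, 20 µM, with 1.0% DMSO | Also added: Phospho 17-mer peptide substrate | Signal: Absorbance at 630 nm | Incubation: 45 min enzyme reaction at room temperature | Measure: % inhibition of SCP-1 phosphate liberation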
LMPTP inh – LMPTP phosphatase inhibitors, primary screen, biochemical, fluorescence intensity, uHTS | inhibition, % at 20 µM | recombinant LMPTP-A, OMFP fluorogenic substrate | 360,000 tested, 0.22% active;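 active = compounds that cut the enzyme signal by at least half of the control window in the single-dose screen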;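 also: plate controls were DMSO wells with enzyme plus substrate for no effect and substrate without enzyme for full effect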
Target sequence (P24666 whole entry, looked up): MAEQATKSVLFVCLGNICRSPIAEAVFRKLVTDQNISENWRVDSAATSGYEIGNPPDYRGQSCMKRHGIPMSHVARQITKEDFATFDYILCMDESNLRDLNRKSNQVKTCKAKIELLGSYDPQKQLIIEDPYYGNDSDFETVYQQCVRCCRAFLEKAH
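Test system: LMPTP-A, protein tyrosine phosphatase of low molecular weight; Input: 0.625 nM enzyme; Incubation: 50 min dark incubation at room temperature; Signal: endpoint fluorescence intensity from OMFP dephosphorylation; Read-out basis: % inhibition versus control wells.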
STEP block – STEP phosphatase inhibitors, primary screen, biochemical, fluorescence intensity, uHTS. AID 588621, 2011. Tyrosine-protein phosphatase non-receptor type 5 (Homo sapiens), P54829. 360,000 tested, 0.25% active. recombinant STEP, OMFP fluorogenic substrate. inhibition, % at 20 µM;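 active = inhibition at 20 µM, scaled per plate between control wells, above about 37%, limit read from the data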;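 also: 0% = DMSO with enzyme and substrate and 100% = substrate only without enzyme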
Target sequence (P54829 whole entry, looked up): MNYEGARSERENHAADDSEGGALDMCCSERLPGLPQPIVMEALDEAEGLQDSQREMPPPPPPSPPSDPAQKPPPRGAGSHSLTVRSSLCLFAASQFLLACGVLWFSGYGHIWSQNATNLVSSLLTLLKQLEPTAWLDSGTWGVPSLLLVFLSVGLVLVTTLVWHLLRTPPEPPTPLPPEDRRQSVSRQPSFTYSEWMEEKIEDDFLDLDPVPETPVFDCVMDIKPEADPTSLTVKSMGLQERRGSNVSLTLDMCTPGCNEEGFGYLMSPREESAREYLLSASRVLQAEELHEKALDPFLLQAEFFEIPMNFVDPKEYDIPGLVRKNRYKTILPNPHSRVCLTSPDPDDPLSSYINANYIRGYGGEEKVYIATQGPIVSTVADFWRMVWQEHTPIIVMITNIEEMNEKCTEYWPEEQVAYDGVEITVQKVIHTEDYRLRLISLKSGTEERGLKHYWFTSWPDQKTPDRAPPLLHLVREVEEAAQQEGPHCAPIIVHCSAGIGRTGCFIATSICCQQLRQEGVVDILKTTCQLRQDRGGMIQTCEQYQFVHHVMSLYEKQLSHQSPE
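System: STEP (striatal-enriched tyrosine phosphatase) enzyme, cell-free; medium: Bis-Tris pH 6.0 buffer with DTT, detergent; dosing: 20 µM, 1% DMSO; times: reaction 20 min, ambient temperature; detection: fluorescence, 480/540 nm; read-out basis: normalized % inhibition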
SUMO1-SIM PPI – modulators of SUMO1 protein-protein interactions, primary screen, biochemical, uHTS. 360,000 tested, 0.33% active. SUMO1 binding to a labelled peptide, TR-FRET, 1 h. Small ubiquitin-related modifier 1 (Homo sapiens), P63165. inhibition, % at 20 µM; in the data active = inhibition above about 37%
Target sequence (P63165 whole entry, looked up): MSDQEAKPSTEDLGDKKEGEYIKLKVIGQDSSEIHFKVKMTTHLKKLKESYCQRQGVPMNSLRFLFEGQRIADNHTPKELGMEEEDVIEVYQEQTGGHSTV
NRP1-CendR mod – modulators of CendR peptide binding to NRP-1, primary screen, biochemical, fluorescence polarization, uHTS | FAM-RPARPAR peptide binding to NRP-1 | inhibition, % at 25 µM | 360,000 tested, 0.85% active | AID 602438, 2012;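 active = inhibition or corrected inhibition above about 18%, plus a signal ratio from 0.5 to 1.5, limit read from the data, passing the limit was not always enough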; also: strong numbers were not always called active
DNMT1 inh – human DNMT1 methyltransferase inhibitors, primary screen, biochemical, molecular beacon, fluorescence, HinP1I cleavage, uHTS; DNA (cytosine-5)-methyltransferase 1 (Homo sapiens), P26358; inhibition (reported as % activation of signal), % at 10 µM; 360,000 tested, 0.83% active; AID 588458, 2011; in the data active = inhibition above about 50%
eLon inh – inhibitors of E. coli Lon protease, primary screen, biochemical, fluorescence polarization. 360,000 tested, 0.42% active. P0A9M0. purified E. coli Lon protease. AID 602123, 2011. inhibition, % at 7.94 µM; in the data active = inhibition above about 13%, passing the limit was not always enough;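 also: 0% = enzyme with probe and DMSO and 100% = no enzyme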
MsrA inh – bovine MsrA enzyme inhibitors, primary screen, biochemical, absorbance, HTS. 360,000 tested, 0.75% active. Methionine sulfoxide reductase A (Bos taurus). inhibition, % at 15.5 µM. purified bovine MsrA, absorbance read-out; in the data active = inhibition above about 4.5%;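 also: 0% = vehicle wells with enzyme and 100% = reference inhibitor wells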
An asterisk follows results filed as active.

Cc1[nH]ccc(=O)c1OCC(=O)O was read as bovine MsrA act -2, Tb MetRS inh 0.4, Scp1 inh -5, LMPTP inh -1.0, STEP block -2, SUMO1-SIM PPI 2, NRP1-CendR mod 12, DNMT1 inh 2, eLon inh 4 and MsrA inh 0.5.
CCOc1ccc(S(=O)(=O)Nc2nc3cc(OC)ccc3s2)cc1 was read as bovine MsrA act 1, Tb MetRS inh 0.4, Scp1 inh 0, LMPTP inh 1.3, STEP block -1, SUMO1-SIM PPI 7, NRP1-CendR mod -3, DNMT1 inh -4, eLon inh -4 and MsrA inh 0.4.
O=C(N/N=C/c1cccc(C(F)(F)F)c1)C1CCN(c2ncc(C(F)(F)F)cc2Cl)CC1 was read as bovine MsrA act -1, Tb MetRS inh -0.1, Scp1 inh -5, LMPTP inh 0.5, STEP block 1, SUMO1-SIM PPI -1, NRP1-CendR mod 5, DNMT1 inh 27, eLon inh -2 and MsrA inh -0.1.
For CCCn1c(SCc2nc(N)nc(N3CCCCC3)n2)nc2c1c(=O)n(C)c(=O)n2C the results were bovine MsrA act -4, Tb MetRS inh 0.2, Scp1 inh 5, LMPTP inh 1.2, STEP block 0, SUMO1-SIM PPI -2, NRP1-CendR mod 5, DNMT1 inh 2, eLon inh 2 and MsrA inh -1.4.
Screening O=C(Cc1ccc(Cl)cc1)OCC(=O)N1CCCCCC1 returned bovine MsrA act -3, Tb MetRS inh -0.3, Scp1 inh -12, LMPTP inh -2.6, STEP block -1, SUMO1-SIM PPI 1, NRP1-CendR mod 2, DNMT1 inh 4, eLon inh -1 and MsrA inh -0.6.
For c1ccc(C2Nc3ccccc3C3OCCCC23)cc1 (stereo not drawn) the results were bovine MsrA act -1, Tb MetRS inh -0.5, Scp1 inh -6, LMPTP inh 1.1, STEP block 3, SUMO1-SIM PPI 3, NRP1-CendR mod -12, DNMT1 inh -1, eLon inh -1 and MsrA inh 3.1.
C=CCc1c(C)nc(C)nc1N/N=C/c1ccc(N(C)C)cc1 was read as bovine MsrA act -15, Tb MetRS inh -1.4, Scp1 inh -7, LMPTP inh 7.2, STEP block 0, SUMO1-SIM PPI -9, NRP1-CendR mod 0, DNMT1 inh 0, eLon inh -11 and MsrA inh 6.8*.
For Cc1ccc(S(=O)(=O)C2C(=O)NC3(C)CC2c2ccccc2O3)cc1 (stereo not drawn) the results were bovine MsrA act 1, Tb MetRS inh -0.5, Scp1 inh -5, LMPTP inh -1.0, STEP block -2, SUMO1-SIM PPI -4, NRP1-CendR mod -9, DNMT1 inh -3, eLon inh -7 and MsrA inh -0.6.
`CC(NC(=O)Nc1nnc(C(F)(F)F)s1)(C(F)(F)F)C(F)(F)F` gave bovine MsrA act -7, Tb MetRS inh -0.7, Scp1 inh -5, LMPTP inh -0.6, STEP block -1, SUMO1-SIM PPI 1, NRP1-CendR mod -16, DNMT1 inh 1, eLon inh 1 and MsrA inh 1.3.
`O=C(Nc1cccc2c1C(=O)NC2=O)c1ccc(N2C(=O)CCC2=O)cc1` gave bovine MsrA act -7, Tb MetRS inh -0.3, Scp1 inh -4, LMPTP inh -2.3, STEP block -2, SUMO1-SIM PPI -19, NRP1-CendR mod 0, DNMT1 inh 4, eLon inh 4 and MsrA inh 0.1.
Cc1cc(C)cc(N(CC(=O)Nc2ccc(C(F)(F)F)cc2)S(=O)(=O)c2c(C)[nH]c(=O)[nH]c2=O)c1 was read as bovine MsrA act -7, Tb MetRS inh 2.4, Scp1 inh 0, LMPTP inh 1.3, STEP block -6, SUMO1-SIM PPI 11, NRP1-CendR mod 10, DNMT1 inh 2, eLon inh -5 and MsrA inh 0.8.
CN(Cc1ccccc1)C(=O)c1ccc(NC(=O)Cc2ccc(NC(=O)C3CCN(S(=O)(=O)c4cccc([N+](=O)[O-])c4)CC3)cc2)cc1 was read as bovine MsrA act -2, Tb MetRS inh -0.1, Scp1 inh -23, LMPTP inh 0.7, STEP block -2, SUMO1-SIM PPI -7, NRP1-CendR mod 16, DNMT1 inh -10, eLon inh -2 and MsrA inh 0.5.
`O=C(CSc1nnc(-c2ccncc2)n1Cc1ccccc1)NCCc1ccccc1` gave bovine MsrA act 1, Tb MetRS inh 0.3, Scp1 inh -12, LMPTP inh -0.7, STEP block 0, SUMO1-SIM PPI 1, NRP1-CendR mod -14, DNMT1 inh 2, eLon inh -3 and MsrA inh 0.2.
`COc1ccc(N2C(=O)CC(Nc3ccc(C)cc3)C2=O)cc1` (stereo not drawn) gave bovine MsrA act -3, Tb MetRS inh 0.8, Scp1 inh -2, LMPTP inh -1.3, STEP block -1, SUMO1-SIM PPI -7, NRP1-CendR mod 8, DNMT1 inh -2, eLon inh -6 and MsrA inh 0.8.
`CCOc1ccc(Nc2oc(-c3ccc(Cl)cc3)nc2C#N)cc1` gave bovine MsrA act -2, Tb MetRS inh -0.5, Scp1 inh -8, LMPTP inh -1.1, STEP block 0, SUMO1-SIM PPI 4, NRP1-CendR mod -9, DNMT1 inh 28, eLon inh -5 and MsrA inh 0.3.
For COc1ccc(CC(=O)OCC(=O)N2CCc3ccccc32)cc1OC the results were bovine MsrA act -2, Tb MetRS inh -0.2, Scp1 inh 0, LMPTP inh 0.3, STEP block 0, SUMO1-SIM PPI -1, NRP1-CendR mod -2, DNMT1 inh 0, eLon inh -12 and MsrA inh -0.5.
`CCCCN1C(=O)C2(OCCCO2)c2cccc(C)c21` gave bovine MsrA act -1, Tb MetRS inh -0.3, Scp1 inh -10, LMPTP inh -0.2, STEP block 1, SUMO1-SIM PPI -1, NRP1-CendR mod 8, DNMT1 inh 0, eLon inh -16 and MsrA inh 0.1.
For Cc1nn(CC(=O)Nc2sc3c(c2C#N)CCC(C(C)(C)C)C3)c(C)c1[N+](=O)[O-] (stereo not drawn) the results were bovine MsrA act 0, Tb MetRS inh -0.2, Scp1 inh -11, LMPTP inh 4.5, STEP block 2, SUMO1-SIM PPI 1, NRP1-CendR mod 5, DNMT1 inh -8, eLon inh 2 and MsrA inh -0.5.
Screening O=C(O)c1ccn2c(C(=O)c3ccccc3)c(-c3ccccc3)cc2c1 returned bovine MsrA act -2, Tb MetRS inh -0.4, Scp1 inh -10, LMPTP inh 1.5, STEP block 2, SUMO1-SIM PPI -10, NRP1-CendR mod 2, DNMT1 inh 1, eLon inh 4 and MsrA inh 0.7.
COc1ccc(NC(=O)c2nc[nH]c2C(=O)NCc2ccccc2)cc1 was read as bovine MsrA act -1, Tb MetRS inh -0.1, Scp1 inh -9, LMPTP inh 1.3, STEP block 0, SUMO1-SIM PPI 7, NRP1-CendR mod -6, DNMT1 inh -6, eLon inh 4 and MsrA inh 0.3.
Cc1ccccc1C1c2[nH]c3ccccc3c2CCN1C(=O)c1ccc(=O)n(C)n1 (stereo not drawn) was read as bovine MsrA act 0, Tb MetRS inh 0.6, Scp1 inh -10, LMPTP inh 1.7, STEP block 1, SUMO1-SIM PPI -1, NRP1-CendR mod 2, DNMT1 inh -4, eLon inh -1 and MsrA inh -0.6.
CS(=O)(=O)N(CC(=O)Nc1c(F)cccc1F)Cc1ccccc1 was read as bovine MsrA act -2, Tb MetRS inh -0.1, Scp1 inh 3, LMPTP inh -1.3, STEP block 2, SUMO1-SIM PPI 3, NRP1-CendR mod -5, DNMT1 inh 3, eLon inh -3 and MsrA inh 0.4.
For CCCCOP(=O)(c1ccc(N(C)C)cc1)C(O)c1cc(OC)c(OC)c(OC)c1 (stereo not drawn) the results were bovine MsrA act -3, Tb MetRS inh -0.7, Scp1 inh -3, LMPTP inh -1.2, STEP block -1, SUMO1-SIM PPI 4, NRP1-CendR mod 139, DNMT1 inh 7, eLon inh 0 and MsrA inh 0.9.
For CCOC(=O)c1ccc(NC(=O)CCCN2C(=O)NC3(CCCC3)C2=O)cc1 the results were bovine MsrA act -4, Tb MetRS inh -0.3, Scp1 inh 0, LMPTP inh -0.8, STEP block -1, SUMO1-SIM PPI 9, NRP1-CendR mod 11, DNMT1 inh -1, eLon inh 0 and MsrA inh -0.2.
Screening CN(C)C(=O)c1cc2cc(Br)ccc2s1 returned bovine MsrA act -4, Tb MetRS inh -0.7, Scp1 inh -2, LMPTP inh -0.9, STEP block 2, SUMO1-SIM PPI -1, NRP1-CendR mod 0, DNMT1 inh 1, eLon inh 10 and MsrA inh 1.7.
Screening CC1CC(N(C(=O)c2ccco2)c2ccccc2)c2ccccc2N1 (stereo not drawn) returned bovine MsrA act -2, Tb MetRS inh 0.6, Scp1 inh -2, LMPTP inh 0.8, STEP block -2, SUMO1-SIM PPI -2, NRP1-CendR mod -1, DNMT1 inh -8, eLon inh 14 and MsrA inh -1.5.
For CCn1c(CNC(=O)c2ccccc2F)nnc1SCC(=O)Nc1nncs1 the results were bovine MsrA act -1, Tb MetRS inh 0.2, Scp1 inh -1, LMPTP inh 0.3, STEP block -2, SUMO1-SIM PPI 0, NRP1-CendR mod 10, DNMT1 inh 2, eLon inh -4 and MsrA inh 0.4.
For COc1ccc(NC(=O)/C=C/c2cccc(Br)c2)cn1 the results were bovine MsrA act -6, Tb MetRS inh -0.3, Scp1 inh 6, LMPTP inh 1.4, STEP block 1, SUMO1-SIM PPI -14, NRP1-CendR mod 12, DNMT1 inh -3, eLon inh 12 and MsrA inh -0.1.
`O=C(c1ccc([N+](=O)[O-])o1)N1CCOCC1` gave bovine MsrA act -1, Tb MetRS inh -0.5, Scp1 inh -6, LMPTP inh 0.1, STEP block 0, SUMO1-SIM PPI -18, NRP1-CendR mod 0, DNMT1 inh -4, eLon inh -2 and MsrA inh 3.6.
CC1CCC(C(C)C)C(OC(=O)C[n+]2cc(-c3ccc(Cl)cc3)n3c2CCC3)C1 (stereo not drawn) was read as bovine MsrA act -1, Tb MetRS inh -1.0, Scp1 inh 8, LMPTP inh 0.0, STEP block 2, SUMO1-SIM PPI -11, NRP1-CendR mod 2, DNMT1 inh 9, eLon inh 4 and MsrA inh -2.4.
